# GLP1R inv ag: qHTS of GLP-1 Receptor Inverse Agonists (Inhibition Mode); Glucagon-like peptide 1 receptor (Homo sapiens), P43220; HEK293 GLP-1R CRE-luciferase, luminescence, 24 h; GLP-1R form is constitutively active; Potency, µM (doses to about 38.3 µM), without a hit: at the top dose activity change, negative = inhibition, hits mostly inhibitors; actives 1.6% (n = 410,000); also: potency is read from the fitted curve at half-maximal effect; % is scaled to controls: 0 for no effect and ±100 for the full control effect; nearly all actives have a fitted effect of over 55% in size
# Target sequence (P43220 whole entry, looked up): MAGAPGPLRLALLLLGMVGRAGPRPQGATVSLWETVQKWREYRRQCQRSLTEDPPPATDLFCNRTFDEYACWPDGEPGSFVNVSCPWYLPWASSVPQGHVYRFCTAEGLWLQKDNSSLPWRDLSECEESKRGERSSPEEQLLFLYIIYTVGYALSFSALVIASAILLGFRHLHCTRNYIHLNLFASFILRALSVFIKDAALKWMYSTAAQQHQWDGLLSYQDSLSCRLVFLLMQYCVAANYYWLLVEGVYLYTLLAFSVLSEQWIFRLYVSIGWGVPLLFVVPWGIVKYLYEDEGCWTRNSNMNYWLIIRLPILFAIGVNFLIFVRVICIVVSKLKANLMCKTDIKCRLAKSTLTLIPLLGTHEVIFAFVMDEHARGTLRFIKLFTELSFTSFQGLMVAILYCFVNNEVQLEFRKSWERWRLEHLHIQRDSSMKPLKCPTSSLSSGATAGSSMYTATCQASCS
#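 Stable HEK293 clone (constitutively active GLP-1R + cAMP-response luciferase); 200 cells/uL plated, 12 h pre-culture, compound 24 hr, 37 deg C/5% CO2; detection reagent 12 min RT; luminescence.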
# DRD3 antagonist: qHTS of D3 Dopamine Receptor Antagonist: qHTS; D(3) dopamine receptor (Homo sapiens), P35462; D3R cells, DiscoveRx beta-arrestin luminescence, antagonist mode; hits give low values; max response, negative = inhibition, %; actives 2.5% (n = 360,000); AID 652054, 2013; in the data active = max response below about -50%; inconclusive = no clear call, values can overlap the other calls; also: % is scaled to controls: 0 for no effect and ±100 for the full control effect; mostly tested at two doses, the higher about 12 µM
#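 Cells expressing the human receptor were seeded at 1500 cells/well, incubated overnight at 37 degrees C in 5% CO2, then exposed to library compounds with dopamine controls for 90 minutes at 37 degrees C before luminescent detection.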
# DRD3 agonist: qHTS of D3 Dopamine Receptor Agonist: qHTS; D(3) dopamine receptor (Homo sapiens), P35462; D3R DiscoveRx beta-arrestin cells, luminescence, 90 min; max activation, %; actives 0.58% (n = 410,000); AID 652048, 2013; in the data active = max activation above about 30%; also: 0% is about no effect; mostly tested at two doses, the higher about 12 µM
#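 Agonist mode: compounds and dopamine controls were applied to plated cells for 90 min at 37 degrees C after an overnight attachment at 1500 cells/well. Luminescent read-out followed 30 - 60 minutes at room temperature with DiscoveRx detection reagent.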
# KB-V1 cytotox: qHTS assay for MDR1-selective chemotherapeutics: Primary screen using the drug-selected MDR subline cells KB-V1; KB-V1 MDR cells viability, CellTiter-Glo, 72 h; Potency, µM (titrated, usually from 46.1 µM), for the others: at the top dose activity change, negative = cytotoxicity, actives largely listed as cytotoxic; actives 3.4% (n = 400,000); AID 1347076, 2019; also: potency is read from the fitted curve at half-maximal effect; % is scaled to controls: 0 for no effect and ±100 for the full control effect; nearly all actives have a fitted effect of over 60% in size
#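 KB-V1 MDR subline cells in DMEM (phenol-red free, 10% FBS) exposed to compounds in qHTS concentration series for 72 h at 37 degrees C. Viability read by CellTiter-Glo luminescence; concentration-effect curves fitted after normalization and correction.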
# TDP-43 yeast inh: qHTS of TDP-43 Inhibitors; Potency, µM (top dose mostly 46.1 µM), inactives show top-dose growth rescue (activation), usual class: activators; AID 652104, 2013; TDP-43 expressing yeast growth rescue, BacTiter-Glo, 24 h; actives 1.8% (n = 410,000); also: potency is read from the fitted curve at half-maximal effect; % of control where 0% means no effect; nearly all actives have a fitted effect of over 50% in size
#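 Yeast cells expressing TDP-43 under galactose induction are exposed to compounds for 24 hr at 30 deg C. BacTiter-Glo luminescence measures growth, so protective compounds score as activators.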
# PTHR1 ag: qHTS for PTHR1 Agonists: Primary Screen | actives 0.075% (n = 410,000) | Potency, µM (titrated, usually from 115 µM), inactives show at the top dose activation, usual class: activators | HEK293 GP2 PTHR1 cells, GloSensor cAMP luminescence, 1 h | Parathyroid hormone/parathyroid hormone-related peptide receptor (Homo sapiens), Q03431 | AID 743266, 2014; also: potency is read from the fitted curve at half-maximal effect; nearly all actives have a fitted effect of over 55% in size; some results filed as inactive show a strong effect at the top dose; inactives centre near -15; many of its hits are not listed in these tables
# Target sequence (Q03431 whole entry, looked up): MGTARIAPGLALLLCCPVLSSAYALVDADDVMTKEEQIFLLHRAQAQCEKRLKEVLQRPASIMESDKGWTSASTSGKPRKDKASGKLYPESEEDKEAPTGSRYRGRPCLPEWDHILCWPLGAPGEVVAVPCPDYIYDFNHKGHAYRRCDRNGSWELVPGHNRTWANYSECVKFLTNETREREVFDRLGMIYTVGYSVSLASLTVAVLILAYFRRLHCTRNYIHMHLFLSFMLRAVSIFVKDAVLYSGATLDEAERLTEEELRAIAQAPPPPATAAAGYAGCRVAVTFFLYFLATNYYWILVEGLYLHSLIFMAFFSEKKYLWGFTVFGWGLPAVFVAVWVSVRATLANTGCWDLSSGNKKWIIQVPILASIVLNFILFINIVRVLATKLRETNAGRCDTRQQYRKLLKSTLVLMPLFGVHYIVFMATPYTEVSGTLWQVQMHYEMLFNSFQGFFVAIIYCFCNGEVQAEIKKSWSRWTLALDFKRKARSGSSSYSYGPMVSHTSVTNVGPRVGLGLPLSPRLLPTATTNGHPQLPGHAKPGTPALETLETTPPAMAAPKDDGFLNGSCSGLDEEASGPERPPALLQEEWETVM
#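 HEK-293-derived GP2 cells expressing PTHR1 and a GloSensor cAMP reporter, 3,000/well, plated overnight, given luciferin plus IBMX (each 0.5 mM as added) for 1 h at 37 °C, then compound for 1 h at 37 °C. Luminescence was read after 15 min at room temperature.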
# aSyn rescue: qHTS of alpha-syn Inhibitors; Yeast expressing alpha-synuclein, growth rescue, BacTiter-Glo, 24 h; Potency, µM (titrated, usually from 46.1 µM), without a hit: top-dose growth rescue (activation), most hits filed as activators; actives 0.14% (n = 370,000); AID 652106, 2013; also: potency is read from the fitted curve at half-maximal effect; % of control where 0% means no effect; nearly all actives have a fitted effect of over 65% in size
#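 Rescue of yeast growth: cells expressing toxic alpha-synuclein, induced in galactose at OD600 0.02, incubated with compound 24 h at 30 C. ATP luminescence quantified growth; inhibitors of toxicity appear as activators.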
# HEK293 tox: qHTS of GLP-1 Receptor Inverse Agonists: Cytotox Screen; HEK293 cAMP-luciferase reporter cells, luminescence, 24 h; actives 0.13% (n = 410,000); Potency, µM (highest dose often 38.3 µM), inactives show at the top dose activity change, negative = inhibition, hits mostly inhibitors; AID 624418, 2012;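 also: loss of luciferase light is scored as toxicity; potency is read from the fitted curve at half-maximal effect; % is scaled to controls: 0 for no effect and ±100 for the full control effect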
#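 Quantitative HTS format, 1536 wells, 200 cells/uL seeded. Compounds: 23 nL, 24 h, 37 °C. Detection: luciferase reagent, luminescence at 12 min RT; decreased signal taken as cytotoxic.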
# GLP1R ag: qHTS of GLP-1 Receptor Agonists. Glucagon-like peptide 1 receptor (Homo sapiens), P43220. HEK293 GLP-1R CRE-luciferase, luminescence, 4-6 h; cells express a hypersensitive GLP-1R form. Potency, µM (top dose mostly 45.6 µM), without a hit: at the top dose activation, most hits filed as activators. actives 0.007% (n = 380,000); also: potency is read from the fitted curve at half-maximal effect; % of control where 0% means no effect
# * marks the source's active call; other numbers are inactive results; i = inactive; ? = inconclusive; . = not tested or not shown; & = joins results of further samples; [ ] = another dose, or the depositor's remark. Unless noted, calls follow the shape of the dose curve; as a rule, active = well fitted curve in the direction sought with a large enough effect; inconclusive = small, poorly fitted or top-dose-only effect, or another doubt; inactive = no such curve, though single readings can be large; an effect the other way counts as inactive or inconclusive. These rows are one share of the data; the hit share may differ from the screen's.
# Each structure is followed by: GLP1R inv ag, DRD3 antagonist, DRD3 agonist, KB-V1 cytotox, TDP-43 yeast inh, PTHR1 ag, aSyn rescue, HEK293 tox, GLP1R ag
CN(C)S(=O)(=O)c1ccc2c(c1)nc(CCC(=O)NCc1ccc(Cl)cc1)n2C
    -11.4%, 8.3, -13.8, -16.4%, -15.8%, 13.0%, -1.8%, 11.6%, 8.2%
Cc1ccc(S(=O)(=O)N2CCN(C(=O)C3CCCO3)CC2)cc1C (stereo not given)
    -0.6%, 17.8, 1.5, ?, 4.1%, i, 2.9%, 13.5%, -4.2%
COc1cc(NC(=O)C(C)Oc2ccccc2)c(OC)cc1NC(=O)c1ccccc1 (stereo not given)
    ?, 10.6, 35.7*, ., -11.1%, -54.1%[inhibitor], -7.2%, 2.8%, 9.8%
Cc1ccc(-c2cnc(NC(=O)c3cccc(Br)c3)s2)c(C)c1
    ?, -9.0, -15.5, ?, -2.6%, i, -33.6%[inhibitor], 4.6%, 11.5%
OC(CN1CCCC(C(F)(F)F)C1)c1ccccc1 (stereo not given)
    8.8%, 4.0, -18.2, -2.7%, -12.0%, -12.6%, -4.1%, 11.8%, 11.0%
CCN(CC)S(=O)(=O)c1cccc(C(=O)NCCCn2ccnc2)c1
    -6.4%, -12.2, -3.7, -1.8%, -0.9%, -6.4%, -6.0%, -0.6%, -0.1%
CCC(C)(C)NC(=O)C(c1ccccc1Cl)N(C(=O)CCC(=O)Nc1cc(C)on1)C(C)(C)C (stereo not given)
    ?, -18.2, 10.2, ?, -3.1%, -11.3%, 7.8%, -2.0%, 4.4%
Cc1cc(-c2nn(-c3ccccc3F)cc2CN2CCC(C(N)=O)CC2)c(C)s1
    -10.0%, ?, -18.9, -25.1%, 6.7%, -9.7%, 2.1%, 2.7%, -0.5%
COc1cc(-c2nc3ccc(C)cn3c2NCc2ccccc2)ccc1SC1CCCCC1
    3.98µM*, 92.7, 23.7, ?, 23.5%, -27.6%, -39.7%[inhibitor], -14.6%, -0.3%
CC1(C)C[C@H]2C3=CCC4[C@@]5(C)CC[C@H](O)[C@](C)(CO)C5CC[C@@]4(C)[C@]3(C)C[C@H]3O[C@@H]1[C@H](O)[C@]32CO (stereo not given in full)
    4.5%, 11.9, 13.4, -7.4%, 17.5%, i, 1.4%, -8.2%, -0.5%
Cn1cc(S(=O)(=O)N2CCCCCC2)cc1C(=O)N1CCN(c2ccc(Cl)cc2)CC1
    ?, ., 1.1, ?, 6.5%, -31.1%[inhibitor], ., -4.5%, -1.2%
COCCCNc1nc(-c2ccncc2)nc2ccccc12
    ?, -7.7, 1.9, -10.4%, -4.9%, i, 1.5%, 7.9%, 0.7%
CC(C)Nc1nc(NCCOc2ccccc2Cl)c2sccc2n1
    ?, 0.0, -1.1, ?, 23.1%, -21.0%, -11.0%, -4.1%, -0.4%
COc1ccc(-c2nc(Cn3c(SCc4ccc(F)cc4)nc4ccncc43)c(C)o2)cc1OC
    ?, 1.3, -4.6, 0.7%, 7.8%, -34.8%[inhibitor], 0.6%, ?, 15.7%
C[C@@H](C(=O)NCCCCCC(=O)O)n1nnc2ccccc2c1=O
    29.6%, -6.4, 2.9, 25.0%, -10.6%, i, -3.1%, 6.4%, -0.5%
OC[C@@H]1CN(Cc2ccncc2)C[C@H](n2cnc3c(NC4CC4)ncnc32)O1
    -2.1%, -7.8, 9.1, ?, 8.6%, i, -7.9%, -0.5%, -0.3%
CC(C)C(NC(=O)c1ccco1)C(=O)OCC(=O)Nc1ccc(C(N)=O)cc1 (stereo not given)
    30.6%[activator], -13.0, -4.5, 4.6%, 12.8%, -11.1%, -1.3%, 13.0%, 6.5%
CCS(=O)(=O)c1ncc(N(Cc2ccccc2)Cc2ccco2)c(C(=O)Nc2ccc(C)c(C)c2)n1
    ?, ., 0.6, 5.5%, 14.2%, -5.1%, ., 0.0%, .
COC(=O)/C=C/c1ccc2c(c1)S(=O)(=O)N(Cc1ccc(OC)cc1)[C@H]2CC(=O)OC
    27.9%, ?, -13.4, -4.9%, 23.5%, -30.2%, -1.5%, 4.9%, -1.9%
COc1cc(NS(=O)(=O)c2ccc(N/C=C\C(=O)c3ccc(F)cc3)cc2)nc(OC)n1
    ?, -27.6, 5.7, 2.9%, -3.6%, i, 7.1%, 4.0%, -0.6%
CCc1cccc(C)c1Nc1c(-c2ccc(N(C)C)cc2)nc2ncccn12
    -6.9%, ., -7.7, ., -4.4%, -19.0%, ., 60.6%[activator], .
O=C(CC1C(=O)N(c2ccccc2)C(=O)N1C1CCCCC1)Nc1ccccc1 (stereo not given)
    -25.7%, -5.2, 3.6, -8.6%, 1.4%, i, -7.9%, -13.0%, -2.2%
Cc1ccc(C)c(NS(=O)(=O)c2c(C)nc3sccn3c2=O)c1
    -29.1%, -19.0, 3.6, 0.0%, ?, -11.4%, ?, 6.6%, -5.9%
COC(=O)c1ccccc1NC(=O)C1CCCN(c2nnc(C)c3c(C)n(-c4ccccc4)nc23)C1 (stereo not given)
    6.9%, ., 1.2, ?, 27.6%, ?, ., 2.0%, .
Clc1ccc(C(c2nnnn2C2CCCC2)N2CCN(Cc3ccncc3)CC2)cc1 (stereo not given)
    -3.8%, -28.5, -7.1, -4.5%, -3.1%, i, 0.4%, 20.6%, 10.7%
CC(C(=O)N1CCCCCC1)N(c1ccc(Cl)cc1)S(C)(=O)=O (stereo not given)
    -8.8%, -5.0, -4.2, ?, -15.2%[1.82 µM], -16.2%, 11.8%, 5.5%, 12.9%
CCC(CC)c1nc(C#N)c(NC(C)c2ccccc2)o1 (stereo not given)
    -8.8%, 0.7, -2.6, 4.0%, -17.3%, i, -0.3%, -4.3%, 10.2%
CCOC(=O)C(O)(CC(=O)c1ccc(OC)cc1)C(F)(F)F (stereo not given)
    2.1%, -12.4, -6.5, -12.0%, -4.7%, i, -2.6%, 5.4%, 2.1%
CCCN1CCCc2ccccc21
    ?, 24.5, 10.5, 2.5%, -20.7%, -5.2%[57.5 µM], -10.6%, -12.7%, -4.8%
Cc1ccc(C2N=C(N)Nc3nc(=O)c4ccccc4n32)cc1 (stereo not given)
    18.5%, -18.8, -10.6, 13.0%, -3.3%, i, -11.7%, 2.1%, -3.8%
Cc1ccc(-n2nnnc2SCc2nc3sc(C)c(C)c3c(=O)[nH]2)cc1
    0.7%, ?, 6.7, 18.4µM*, 18.6%, i, -0.4%, 5.7%, 0.3%
COc1cc(CN2CCCCC2C(=O)Nc2ccc(Oc3ccccc3)nc2)ccc1O (stereo not given)
    4.3%, -5.6, -12.2, ., -12.7%, 5.2%, -0.8%, -2.9%, 20.0%
COc1ccc(C)cc1NC(=O)c1ccc(S(=O)(=O)N2CCOCC2)cc1
    4.7%, 7.8, 15.6, 16.4µM*, -3.5%, i, 6.5%, 0.9%, 0.5%
CCOc1cc(S(=O)(=O)n2cnc(C)c2)ccc1Cl
    6.9%, 37.4, -3.7, 3.9%, -9.1%, -10.4%, 11.0%, 11.5%, 12.6%
CNC[C@@H]1OCc2cnnn2CCCC(=O)N([C@H](C)CO)C[C@H]1C
    20.7%, 3.3, 0.6, ?, 21.5%, -4.4%, -7.2%, 11.5%, -0.3%
O=C(NCCN1CCN(c2ccccc2)CC1)Nc1cccc(Br)c1
    ?, -75.1*, 9.8&-0.1, -32.5%&-12.9%, 8.0%&11.1%, -13.2%, -6.8%, -16.9%&-5.6%, 0.5%
COc1cc(C2Nc3ccccc3C(=O)N2c2ccccc2OC)ccc1O (stereo not given)
    15.6%, -4.2, -4.2, -1.5%, -7.6%, -17.5%[57.5 µM], -1.6%, 2.6%, -2.8%
COc1ccc(C2CC(=O)Nc3c2c(C)nn3-c2nc(C)cc(C)n2)c(OC)c1OC (stereo not given)
    5.9%, ., 7.7, -5.6%, ?, i, ., -5.0%, .
O=C(C1CCCN(S(=O)(=O)c2ccc(Br)s2)C1)N1CCN(c2ccc(F)cc2)CC1 (stereo not given)
    11.3%, ., 4.5, ?, -9.7%, -23.3%, ., 0.9%, .
Cc1cc(O)c(C(C[N+](=O)[O-])c2ccc(Cl)cc2)c(=O)o1 (stereo not given)
    2.3%, -20.1, -5.7, -14.5%, -18.3%, i, -0.8%, 2.2%, -0.4%
CN(CC(=O)Nc1ccc2c(c1)OCCO2)Cc1nc2ccccc2c(=O)[nH]1
    12.1%, 31.1, -5.4, ?, -2.9%, i, -10.6%, -11.5%, -6.5%
CCn1cc(C(=O)N[C@@H](CCSC)C(=O)NCCCO)c(=O)c2cc3c(cc21)OCO3
    16.3%, 20.8, 0.8, 4.8%, 12.7%, -14.3%, 3.4%, -15.4%, 7.6%
CCOC(=O)c1sc(NC(=O)C2c3ccccc3Oc3ccccc32)c(C#N)c1C
    3.5%, ., 7.8, ., 7.9%, i, ., 1.2%, .
C=CCC1(CC=C)CCCN1C(=O)c1ccc2oc(CCCC)nc2c1
    ?, 0.0, -1.4, ?, -18.2%, -36.3%[inhibitor], 5.3%, 0.7%, 9.5%

# Screening data as filed in PubChem.
